Compound activity from PubChem BioAssay.
MEKK3 PB1 HTS: modulators of MEKK3-MEK5 PB1 binding, primary screen, biochemical, wildtype MEKK3, multiplex bead flow cytometry, Alexa488-MEK5; Mitogen-activated protein kinase kinase kinase 3 (Homo sapiens), Q99759; bead-based flow cytometry, Alexa488-MEK5 binding to MEKK3; actives lie on both sides; 0 = blocked by unlabeled MEK5, 100 = vehicle; binding response (% of control), % at 10 µM; 290,000 compounds, 1.4% hits;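 active means binding response more than 3 SD above or below the average of its plate-row segment, actives on both sides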;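 further: Alexa488 bead fluorescence after subtracting the streptavidin-only scavenger bead signal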
MEKK2 WT-MEK5: modulators of MEK5 binding to wildtype MEKK2, primary screen, biochemical, multiplex bead flow cytometry, Alexa488-MEK5; Mitogen-activated protein kinase kinase kinase 2 (Homo sapiens), Q9Y2U5; Alexa488-MEK5 binding to MEKK2 WT; actives lie on both sides; binding response (% of control), % at 10 µM; 290,000 compounds, 1.1% hits; AID 1531, 2009; in the data active means binding response below about 67% or above about 130%
p-CIP stab down: p/CIP-EGFP fusion destabilizers, primary screen, fluorescence, F442A cells; Q05BA5; 16 h; decrease of EGFP signal, % at 10 µM; 290,000 compounds, 0.01% hits; AID 1984, 2009;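 active means EGFP signal decrease of at least 30% at 10 µM or well 3 SD below plate mean, unless failing retest; inactive means the rest, including hits failing retest or dose response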; further: some compounds called inactive have numbers as strong as hits; many of its hits are not listed in these tables
Target sequence (Q05BA5 1-1403): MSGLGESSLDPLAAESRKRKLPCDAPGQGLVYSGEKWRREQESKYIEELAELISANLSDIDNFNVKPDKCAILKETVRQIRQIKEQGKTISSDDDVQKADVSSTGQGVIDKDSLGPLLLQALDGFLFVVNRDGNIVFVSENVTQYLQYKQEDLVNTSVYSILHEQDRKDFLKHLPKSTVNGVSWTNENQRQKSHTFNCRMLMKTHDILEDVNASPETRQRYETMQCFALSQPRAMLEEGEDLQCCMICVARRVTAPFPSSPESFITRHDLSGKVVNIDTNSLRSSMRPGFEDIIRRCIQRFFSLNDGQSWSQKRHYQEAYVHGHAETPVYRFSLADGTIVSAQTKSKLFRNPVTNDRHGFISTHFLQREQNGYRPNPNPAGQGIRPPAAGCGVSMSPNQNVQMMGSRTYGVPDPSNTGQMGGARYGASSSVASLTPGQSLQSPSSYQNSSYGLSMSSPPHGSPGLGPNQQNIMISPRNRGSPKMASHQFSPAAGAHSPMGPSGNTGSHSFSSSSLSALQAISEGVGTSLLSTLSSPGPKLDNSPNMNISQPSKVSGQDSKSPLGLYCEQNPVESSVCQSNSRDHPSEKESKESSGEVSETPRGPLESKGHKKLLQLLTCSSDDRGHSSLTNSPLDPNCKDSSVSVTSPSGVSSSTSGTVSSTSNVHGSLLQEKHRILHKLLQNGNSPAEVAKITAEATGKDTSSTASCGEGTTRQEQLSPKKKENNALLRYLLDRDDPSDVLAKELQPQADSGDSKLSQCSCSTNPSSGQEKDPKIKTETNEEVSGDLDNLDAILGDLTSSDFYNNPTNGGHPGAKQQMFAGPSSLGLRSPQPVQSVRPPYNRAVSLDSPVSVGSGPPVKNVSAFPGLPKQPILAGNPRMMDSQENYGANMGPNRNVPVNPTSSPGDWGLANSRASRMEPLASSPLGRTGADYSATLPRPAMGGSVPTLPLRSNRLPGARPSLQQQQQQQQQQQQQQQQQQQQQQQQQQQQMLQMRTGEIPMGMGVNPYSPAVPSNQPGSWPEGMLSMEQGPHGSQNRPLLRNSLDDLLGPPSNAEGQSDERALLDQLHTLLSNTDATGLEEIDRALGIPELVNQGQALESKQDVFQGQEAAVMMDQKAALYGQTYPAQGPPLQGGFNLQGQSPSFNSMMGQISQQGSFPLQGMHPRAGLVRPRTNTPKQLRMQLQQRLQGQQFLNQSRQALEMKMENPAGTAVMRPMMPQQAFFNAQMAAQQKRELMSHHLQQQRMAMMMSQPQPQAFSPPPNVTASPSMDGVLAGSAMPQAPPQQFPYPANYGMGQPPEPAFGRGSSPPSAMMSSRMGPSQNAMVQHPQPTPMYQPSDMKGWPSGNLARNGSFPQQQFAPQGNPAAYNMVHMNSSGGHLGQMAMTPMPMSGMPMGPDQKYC
UBC9 SUMO inh: inhibitors of in vitro SUMOylation cascade, primary screen, biochemical, HTRF, uHTS; AID 2006, 2009; HTRF SUMOylation assay, SAE1/SAE2 + UBC9; SUMO-conjugating enzyme UBC9 (Homo sapiens), P63279; 290,000 compounds, 0.36% hits; inhibition, % at 35 µM; in the data active means inhibition above about 50%, passing the limit was not always enough; further: strong numbers were not always called active
M18AAP inhibitor: PfM18AAP inhibitors, malaria aminopeptidase, primary screen, biochemical, QFRET, recombinant enzyme; M18 aspartyl aminopeptidase (Plasmodium falciparum 3D7); inhibition, % at 7.35 µM; H-Glu-NHMec fluorogenic cleavage; 290,000 compounds, 1.2% hits; AID 1822, 2009;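 active means inhibition above the campaign mean inhibition over all tested compounds plus 3 SD, cut at about 28% in these data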;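 further: 0% = plate median of test compound wells and 100% = 2 mM ZnCl2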
NALP1 yeast inh: NALP1 inflammasome inhibitors in reconstituted yeast, colorimetric, S. cerevisiae, triplicate retest; S. cerevisiae NALP1/ASC/caspase-1 growth, X-gal OD620, 72 h; 280,000 compounds, 0.61% hits; AID 2071, 2009; inhibition, % at 10 µM; in the data active means inhibition mostly above about 24%, no sharp cut-off; inactive means mostly below about 32%; further: some compounds called inactive have numbers as strong as hits
IDE inh: human IDE inhibitors in live cells, primary screen, fluorescence polarization, HEK cells, FAbetaB substrate; Insulin-degrading enzyme (Homo sapiens), P14735; FAbetaB cleavage; inhibition, % at 5.59 µM; 320,000 compounds, 0.41% hits;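 active means percent inhibition above the average of all tested compounds plus 3 SD, set per screening campaign, cut at about 16% in these data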;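 further: IDE supplied by intact live HEK cells; FP after avidin binding of uncleaved biotin substrate so inhibition keeps polarization high; 0% = DMSO wells and 100% = 60 µM reference IDE inhibitor Ii1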
IDE cell activ: human IDE activators in live cells, primary screen, fluorescence polarization, HEK cells, FAbeta-B substrate; Insulin-degrading enzyme (Homo sapiens), P14735; FAbeta-B cleavage; 0% vehicle, 100% cell-free pure enzyme wells; activation, % at 5.96 µM; 340,000 compounds, 0.073% hits;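 active means activation above the mean of all tested compounds plus 3 SD, set per screening campaign, cut at about 17% in these data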
MEKK2mut PB1 HTS: MEK5 binding signal on mutant MEKK2 PB1, primary screen, biochemical, multiplex bead flow cytometry, Alexa488-MEK5; Alexa488-MEK5 binding to MEKK2 mutant; percent response, % at 10 µM; 290,000 compounds, 0.35% hits; in the data active means percent response above about 24%, passing the limit was not always enough; further: inactives centre near 1; some results filed as inactive read as strong as hits; reference of the scale not given here
Active calls of the source: *; . = no result given. These rows are one share of the data; count on the stated rates, not on these rows.

SMILES	MEKK3 PB1 HTS	MEKK2 WT-MEK5	p-CIP stab down	UBC9 SUMO inh	M18AAP inhibitor	NALP1 yeast inh	IDE inh	IDE cell activ	MEKK2mut PB1 HTS
C#CCOCCOCCOCCNc1nc(N2CCN(C(=O)C([C@@H](C)CC)n3cc(C(N)CO)nn3)CC2)nc(N2CCN(C(=O)[C@H](CCC(=O)O)n3cc(C(N)CC(C)C)nn3)CC2)n1 (stereo partly specified)	104	106	-4	8	-1	-18	1	-1	1
CC(NC(=O)c1ccncc1)C(c1cccs1)N1CCOCC1 (stereo unspecified)	93	105	6	-3	0	10	1	3	7
Cc1csc(NC(=O)CSc2ncn(-c3ccccc3)n2)n1	96	100	-1	15	1	13	0	-4	1
O=C(Nc1ccccc1Cl)N1CCn2c(nc3ccccc32)C1	95	101	-11	8	-1	1	-1	2	0
COc1ccccc1-c1ccc(=O)n(CC(=O)NCc2ccco2)n1	100	102	12	-5	-13	-7	2	2	-3
CCC(Oc1ccccc1)C(=O)Nc1nc2c(s1)C(=O)CC(C)(C)C2 (stereo unspecified)	100	97	-12	-9	-1	9	-3	5	-2
Cc1ccc([N+](=O)[O-])cc1N(CC(=O)N1CCCCC1)S(C)(=O)=O	102	100	-5	-8	-3	-7	6	6	-1
Cc1ccc(NC(=O)Cn2nnc(-c3ccccc3-n3cnnn3)n2)c(C)c1	101	98	2	20	1	8	5	2	-1
CCCOc1ccc(C2C(=O)N(C3CCCCCC3)CC(=O)N2Cc2ccco2)cc1OC (stereo unspecified)	104	99	-2	9	0	-16	-1	-3	6
CCn1c2ccc(CC(=O)O)cc2c2cc(CC(=O)O)ccc21	97	96	-19	11	-4	12	9	4	-5
CCCc1c(C(=O)N/N=C/c2c(OC)ccc3ccccc23)nnn1-c1nonc1N	97	92	8	-22	0	12	-3	5	-5
NC(=O)[C@H]1CC2(CC(c3cccc(NC(=O)COc4ccc(Cl)cc4)c3)=NO2)CN1C(=O)Cc1ccc([N+](=O)[O-])cc1 (stereo partly specified)	85	85	-8	4	.	.	5	5	1
Clc1ccc(-c2noc(CCCc3ccccc3)n2)cc1	100	103	-4	9	3	-3	4	4	3
Cc1cc(C)nc(Sc2ccc(/C=C(\C#N)C(N)=O)o2)n1	90	95	0	-4	7	17	9	-2	-4
CCN(CC)c1cccc(OC(=O)c2cccnc2Cl)c1	103	101	-8	8	12	30	0	-2	2
Cc1ccc(NC(=O)/C(C#N)=C(\N)C(Cl)(Cl)Cl)nc1	93	87	-10	17	-5	-2	5	6	-9
CS(=O)(=O)N(Cc1ccccc1Cl)c1ccc(C(=O)NCc2cccnc2)cc1	102	106	7	-1	-9	10	12	0	11
CCOC(=O)N1CCC(NC(=O)C2CCN(S(=O)(=O)c3cccs3)CC2)CC1	100	106	-1	-3	-4	2	0	3	5
O=C(Nc1cccc(C(=O)N2CCOCC2)c1)c1ccccc1Cl	99	101	-11	5	5	9	4	9	3
COc1ccccc1N1CCN(CC(O)c2ccc3cc[nH]c3c2)CC1 (stereo unspecified)	117	123	-9	4	0	34	0	1	18
CC(=O)c1ccc(S(=O)(=O)NCc2nnnn2-c2ccccc2)cc1	97	102	-2	11	1	6	-3	5	3
O=C(CC1C(=O)N(c2ccccc2)C(=S)N1c1ccccc1)c1ccccc1 (stereo unspecified)	100	95	1	14	-8	31	4	4	10
CC(C)(C)NS(=O)(=O)c1cc(C(=O)O)ccc1Cl	92	91	-25	19	3	-2	-1	-3	0
CCOC(=O)/C(=C\C=C\c1ccccc1)NC(=O)c1ccccc1	107	123	-10	15	5	30	-1	0	14
CCCNC(=O)COc1ccc2c(=O)c(Oc3ccccc3F)coc2c1	105	103	-14	0	2	20	0	2	1
COc1cc(/C=N/NC(=O)c2ccc(CN3C(=O)c4cccc5cccc3c45)cc2)cc(OC)c1O	96	101	-4	8	22	.	-4	2	-7
C=CCn1cnc2c(c1=O)c1nc3ccccc3nc1n2/N=C/c1cccc(OC)c1	.	.	-10	7	.	9	.	2	.
CN(CC(=O)Nc1cccc(F)c1)C(=O)CCCc1cccs1	102	100	-16	10	2	20	-2	-4	15
COc1ccc(Br)cc1CNC(=O)Cc1cccs1	101	101	-10	2	4	-3	.	-3	4
CCOC(=O)N1CCN(C(=O)c2cc(COc3ccc4ncccc4c3)on2)CC1	104	103	-24	8	3	6	1	4	0
COC(=O)c1ccc(-c2ccco2)n1Cc1nc(-c2ccc(OC)c(OC)c2)oc1C	91	88	-4	4	-12	14	2	-3	-6
O=C(O)c1ccccc1C(=O)NC1Cc2ccccc2C1	94	95	-7	12	0	21	-4	5	-5
COc1ccccc1N1CCN(C(C)C(=O)Nc2ccc(S(=O)(=O)N3CCOCC3)cc2)CC1 (stereo unspecified)	99	102	-15	11	-5	26	1	1	-1
O=c1[nH]nc(N/N=C/c2ccc(Cl)cc2Cl)c(=O)[nH]1	101	101	-12	1	20	-2	-5	5	5
COc1cc([N+](=O)[O-])ccc1NC(=O)NCc1cccnc1	102	105	-8	6	4	3	-2	-1	7
Cc1nc2ccccc2c(=O)n1NC(=O)C1CCCCC1	.	.	-5	6	4	10	0	4	.
CC(C)(C)NC(=O)CSc1nc(-c2ccc(F)cc2)cs1	.	.	-14	0	2	10	16*	5	.
Cc1cc(C)n(-c2ccc(NC(=O)C3CCN(Cc4cc(C)c(C)o4)CC3)cc2)n1	104	110	-3	8	-7	5	-1	2	5
C/C=C/C(=O)Nc1cccc(C2=NOC3(C2)C[C@H](C(N)=O)N(C(=O)c2ccccc2C(=O)c2ccccc2)C3)c1 (stereo partly specified)	75	95	2	5	.	-2	.	.	-6
CC(OC(=O)c1nc(-c2ccccc2)n(-c2ccccc2)n1)C(=O)Nc1cc(Cl)cc(Cl)c1 (stereo unspecified)	97	105	0	-18	-4	31	7	2	-2
CC[n+]1cc(C)ccc1/C=C/c1ccc(N(C)C)cc1	94	100	-230	-6	13	17	16	3	9
Cc1cccc(N2CCN(C(=O)c3cc4n(n3)C(C(F)(F)F)CC(c3ccco3)N4)CC2)c1C (stereo unspecified)	106	99	7	-28	4	39	3	5	4
COc1ccc(CN2C(=O)c3ccccc3C2C(=O)NCCc2ccccc2)c(OC)c1 (stereo unspecified)	116	107	-12	13	-14	2	0	6	-1
CCC(=O)N1CCN(CCN=CC2=C(O)CC(C)(C)CC2=O)CC1	104	104	-7	4	-4	-9	4	0	4
Cc1ccc(-n2sc3ccccc3c2=O)cc1S(=O)(=O)N1CCCCC1	89	90	2	-2	40*	3	83*	-30	-7
O=C(NC1CCCCC1)C1CN(S(=O)(=O)c2ccccc2)CCN1S(=O)(=O)c1ccccc1 (stereo unspecified)	104	99	-17	-5	-1	5	1	3	3
O=C(Nc1ccc(-c2nc3ccccc3[nH]2)cc1)c1ccco1	103	102	7	-8	4	29	15	-9	-3
COc1cccc(NC(=O)CSCC(=O)O)c1	99	101	4	17	3	-5	7	5	-3
CCCNC(=S)Nc1ccc(Cl)cc1C	103	115	-17	24	11	20	-1	2	3
CC(/C=N/N1CCN(c2ccc(C)cc2)CC1)=C\c1ccccc1	109	110	-2	-8	4	5	1	-2	4

The results go on:
SMILES	MEKK3 PB1 HTS	MEKK2 WT-MEK5	p-CIP stab down	UBC9 SUMO inh	M18AAP inhibitor	NALP1 yeast inh	IDE inh	IDE cell activ	MEKK2mut PB1 HTS
Cc1cccc(-n2c(-c3ccoc3C)n[nH]c2=S)c1	99	106	-2	10	28	20	-1	-12	-1
CCOc1ccc(NC(=O)c2ccccc2NC(=O)CN(C)CC(=O)Nc2ccc(C)cc2)cc1	101	97	-8	-6	4	-8	-3	9	1
CSCCC(NC(=O)c1ccc([N+](=O)[O-])cc1Cl)C(=O)OCC(=O)N(C)C (stereo unspecified)	83	99	-6	17	-7	8	-2	5	0
Cc1nnc(N(CCC#N)CCC#N)s1	98	103	-15	14	11	-8	-1	0	0
CCc1ccnc(NS(=O)(=O)c2ccc3c(c2)CCO3)c1	105	103	9	1	-1	18	-8	.	3
O=C1Nc2cc(C(=O)N3CCc4ccccc4C3)ccc2S/C1=C\c1ccccc1	96	95	4	1	0	31	1	3	-2
Cc1cc(NC(=O)Nc2cc(F)ccc2C)n(C)n1	108	110	-7	-1	7	2	-4	3	9
O=[N+]([O-])c1ccc(-c2nc(=S)c3c(o2)CCCC3)cc1	100	97	2	0	-8	22	0	-2	-1
COC(=O)Cc1ccc(NC(=S)N2CCN(c3cccc(O)c3)CC2)cc1	96	107	-7	-1	12	24	2	1	0
O=C(CSc1nnc(SCc2ccc(Cl)cc2)s1)N/N=C/c1ccc(C(=O)O)cc1	103	99	4	21	3	.	1	2	-1
CC1(C)C2CC[C@]3(C)C(CC=C4[C@@H]5C[C@@](C)(CO)CC[C@]5(C(=O)O)CC[C@]43C)[C@@]2(C)CC[C@@H]1O (stereo partly specified)	105	105	.	.	.	.	1	.	2
CN(C)S(=O)(=O)n1cc(/C=C(\NC(=O)c2ccccc2)C(=O)N2CCOCC2)c2ccccc21	102	99	-6	19	2	14	9	1	3
Nc1nc(CSc2nnnn2-c2ccccc2)nc(N2CCCc3ccccc32)n1	104	97	0	4	-4	-81	6	2	0
COC/C=C/C1=CC2=CC(=O)C(C)(OC(=O)c3cnc4ccccc4n3)C(=O)C2=CN1c1ccc(CO)cc1 (stereo unspecified)	96	84	13	58*	20	23	-5	.	-7
Cc1cc(=O)c2ccccc2n1Cc1ccccc1	100	102	-12	2	4	7	5	-3	-1
Cc1ccc(NC(=O)/C=C2\NC(=O)CS2)cc1	98	99	-9	10	3	2	1	5	9
CCN1CCCC1CNS(=O)(=O)c1cccc(C(F)(F)F)c1 (stereo unspecified)	93	83	-6	-2	0	-6	1	-1	-14
CC1(C)CC(=O)c2c(n(S(=O)(=O)c3ccccc3)c3ccc(NS(=O)(=O)c4ccccc4)cc23)C1	98	92	-3	-33	-3	26	2	-2	-1
CC1(c2ccc(OC(F)F)cc2)NC(=O)N(CC(=O)Nc2ccc(OC(F)F)cc2)C1=O (stereo unspecified)	102	102	0	-20	-2	-11	-4	1	-2
O=C(N/N=C/c1cccnc1)c1cccc(F)c1	101	100	11	6	3	3	6	6	4
Cc1ccc(-c2nnc(-c3ccccc3)o2)cc1	110	113	-3	-17	-6	-34	3	3	3
O=C(COC(=O)c1ccco1)Nc1cccc(Br)c1	.	.	6	8	2	2	5	4	.
COc1ccc(Cl)cc1NC(=O)Cn1cccc1	108	108	-9	4	1	13	-2	3	13
CC(=O)Nc1ccc(S(=O)(=O)NCC(=O)OCC(=O)NC(=O)c2cccn2C)cc1	106	104	-7	16	-12	.	2	4	10
CCCC[C@@H]1CNC(=S)N1CCc1cccc2ccccc12	108	109	-14	0	-5	8	1	-1	10
